CHRM4 PAM = potentiates acetylcholine response at human M4 receptor; activation, % at 3 µM; 0.4% of 360,000 active; CHO-K1 hM4/Gqi5, Fluo-8 calcium fluorescence, ACh EC20; 0% = ACh EC20, 100% = maximal ACh; P08173;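 active means activation above its plate's cutoff, the mean activation of sample wells plus 3 SD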; further: some results filed as inactive read as strong as hits
Target sequence (P08173 whole entry, looked up): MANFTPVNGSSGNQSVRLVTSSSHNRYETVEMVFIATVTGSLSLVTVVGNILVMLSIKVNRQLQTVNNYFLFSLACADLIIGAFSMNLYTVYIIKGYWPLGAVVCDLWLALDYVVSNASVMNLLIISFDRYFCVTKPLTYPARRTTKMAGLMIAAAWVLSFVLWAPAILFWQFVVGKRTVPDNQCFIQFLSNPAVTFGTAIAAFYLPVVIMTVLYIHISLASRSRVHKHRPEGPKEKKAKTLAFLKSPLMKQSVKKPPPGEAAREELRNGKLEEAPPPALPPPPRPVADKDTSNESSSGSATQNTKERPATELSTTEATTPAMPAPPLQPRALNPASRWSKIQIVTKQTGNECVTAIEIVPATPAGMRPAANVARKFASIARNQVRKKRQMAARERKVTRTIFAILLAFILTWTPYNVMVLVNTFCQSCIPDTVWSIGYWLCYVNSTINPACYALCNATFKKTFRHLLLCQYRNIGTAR
IDE act = activators of human insulin-degrading enzyme in cells; AID 493087; HEK cells, FAbeta-B cleavage, fluorescence polarization; 0% vehicle, 100% cell-free pure enzyme wells; activation, % at 5.96 µM; 0.073% of 340,000 active;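 active means activation above the mean of all tested compounds plus 3 SD, set per screening campaign, cut at about 17% in these data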
IDE cell inh = cellular human IDE inhibition | P14735 | HEK cells, FAbetaB cleavage, fluorescence polarization | inhibition, % at 5.59 µM | 0.41% of 320,000 active;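 active means percent inhibition above the average of all tested compounds plus 3 SD, set per screening campaign, cut at about 16% in these data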;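 further: IDE supplied by intact live HEK cells; FP after avidin binding of uncleaved biotin substrate so inhibition keeps polarization high; 0% = DMSO wells and 100% = 60 µM reference IDE inhibitor Ii1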
CRFBP-R2 agonist = agonists of human CRF-binding protein/CRF-R2 receptor complex; HEK293 CRF-R2/CRF-BP, calcium dye fluorescence (FLIPR); percent of saturating CRF peptide response; activation, % at 13.2 µM; 0.46% of 350,000 active;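 active means activation of at least 50%, plus an integration ratio under a set limit after plate pattern correction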;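 further: plate controls were neutral control wells without compound for no effect and CRF at EC100 for full effect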
p-CIP stab down = lowers stability of the mouse p/CIP coactivator protein; F442A p/CIP-EGFP cells, EGFP fluorescence, 16 h; decrease of EGFP signal, % at 10 µM; 0.01% of 290,000 active;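 active means EGFP signal decrease of at least 30% at 10 µM or well 3 SD below plate mean, unless failing retest; inactive means the rest, including hits failing retest or dose response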; further: some compounds called inactive have numbers as strong as hits; many of its hits are not listed in these tables
MEKK3 PB1 HTS = raises or lowers MEK5 binding to the human MEKK3 PB1 domain. binding response (% of control), % at 10 µM. 1.4% of 290,000 active. bead-based flow cytometry, Alexa488-MEK5 binding to MEKK3; actives lie on both sides; 0 = blocked by unlabeled MEK5, 100 = vehicle. AID 1529. Q99759;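 active means binding response more than 3 SD above or below the average of its plate-row segment, actives on both sides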;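 further: Alexa488 bead fluorescence after subtracting the streptavidin-only scavenger bead signal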
PHOSPHO1 inh = blocks human PHOSPHO1 phosphatase activity. 1.1% of 290,000 active. recombinant PHOSPHO1, absorbance phosphatase assay. AID 1565. Q8TCT1. inhibition, % at 13.3 µM; in the data active means inhibition above about 60%
Target sequence (Q8TCT1 whole entry, looked up): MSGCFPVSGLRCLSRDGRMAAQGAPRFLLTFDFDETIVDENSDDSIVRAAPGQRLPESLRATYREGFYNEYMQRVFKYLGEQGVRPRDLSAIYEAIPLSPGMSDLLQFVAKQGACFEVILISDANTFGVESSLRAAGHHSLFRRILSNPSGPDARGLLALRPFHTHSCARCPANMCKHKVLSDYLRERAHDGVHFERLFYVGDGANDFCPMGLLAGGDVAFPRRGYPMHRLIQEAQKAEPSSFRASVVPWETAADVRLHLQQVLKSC
GalR3 antagonist = blocks the human galanin receptor 3; O60755; inhibition, % at 3 µM; AID 651719; HEK293 GalR3-CNG cAMP membrane potential fluorescence; galR3 body fused to GalR1 C-terminus; 0.44% of 360,000 active;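 active means inhibition above the screen-wide average plus 3 SD, cut at about 13% in these data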;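 further: forskolin and galanin both at EC90 stimulate the cells; cAMP rise reported by CNG channel membrane potential dye signal; 0% = forskolin plus galanin with DMSO and 100% = forskolin alone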
Target sequence (O60755 1-299 limits assumed): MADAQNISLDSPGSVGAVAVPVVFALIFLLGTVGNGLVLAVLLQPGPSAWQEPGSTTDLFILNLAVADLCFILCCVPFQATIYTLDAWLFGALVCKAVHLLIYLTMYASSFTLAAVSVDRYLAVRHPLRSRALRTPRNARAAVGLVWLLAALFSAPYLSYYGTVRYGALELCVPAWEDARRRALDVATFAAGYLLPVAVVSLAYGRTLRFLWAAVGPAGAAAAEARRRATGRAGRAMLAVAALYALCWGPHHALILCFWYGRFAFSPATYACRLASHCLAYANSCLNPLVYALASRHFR
CRFBP-R2 block = blocks CRF-induced signaling of the CRF-BP/CRF-R2 complex. HEK293 CRF-R2/CRF-BP, CRF-induced calcium fluorescence. inhibition, % at 11.8 µM. 0.59% of 350,000 active. AID 588475;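 active means inhibition of the ligand-induced calcium signal above about 50% at the single tested concentration, limit read from the data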
The depositor's hits bear a star.

Results for COc1ccc(S(=O)(=O)N2CCN(c3ccc(F)cc3)CC2)cc1C(=O)N1CCOCC1 ?
CHRM4 PAM: -3.0; IDE act: 1.5; IDE cell inh: 0.2; CRFBP-R2 agonist: -0.4; p-CIP stab down: -12.3; MEKK3 PB1 HTS: 101.0; PHOSPHO1 inh: 23.2; GalR3 antagonist: -12.0; CRFBP-R2 block: 11.2

Results for CC(=O)c1ccc(OCC(O)CN2CC(C)OC(C)C2)cc1 (stereo unspecified) ?
CHRM4 PAM: 3.5; IDE act: 6.8; IDE cell inh: 1.7; CRFBP-R2 agonist: 1.3; p-CIP stab down: -3.5; MEKK3 PB1 HTS: 103.0; PHOSPHO1 inh: -29.1; GalR3 antagonist: 6.7; CRFBP-R2 block: 6.7

How did CC(=O)Nc1nc(C)c(-c2csc(Nc3ccc(O)cc3)n2)s1 do in these assays?
CHRM4 PAM: 0.1; IDE act: 2.9; IDE cell inh: 3.1; CRFBP-R2 agonist: -2.5; p-CIP stab down: 12.8; MEKK3 PB1 HTS: 104.0; PHOSPHO1 inh: 21.5; CRFBP-R2 block: -22.7

Results for O=C(c1ccccc1)c1nc[nH]c1C(=O)Nc1ccccn1 ?
CHRM4 PAM: -1.7; IDE act: 0.6; IDE cell inh: -1.9; CRFBP-R2 agonist: -1.7; p-CIP stab down: -6.8; MEKK3 PB1 HTS: 101.0; PHOSPHO1 inh: 15.2; GalR3 antagonist: -5.4; CRFBP-R2 block: -2.4

How did CCS(=O)(=O)N1N=C(c2cccc(NS(C)(=O)=O)c2)CC1c1ccc(C)cc1 (stereo unspecified) do in these assays?
CHRM4 PAM: -6.7; IDE act: -4.5; IDE cell inh: 6.3; CRFBP-R2 agonist: 0.4; p-CIP stab down: -38.6; PHOSPHO1 inh: -15.4; GalR3 antagonist: -10.8; CRFBP-R2 block: -1.6

How did COc1ccc(Cl)cc1CSc1ncn[nH]1 do in these assays?
CHRM4 PAM: -1.6; IDE act: 2.4; IDE cell inh: -4.8; CRFBP-R2 agonist: -1.8; p-CIP stab down: -6.5; MEKK3 PB1 HTS: 97.0; PHOSPHO1 inh: 15.0; GalR3 antagonist: -0.8; CRFBP-R2 block: 13.9

Results for CCOc1ccc(S(=O)(=O)NCCC(=O)NC2CCCCC2)cc1 ?
CHRM4 PAM: 8.5; IDE act: -2.1; IDE cell inh: -3.9; CRFBP-R2 agonist: -3.4; GalR3 antagonist: -1.4; CRFBP-R2 block: 3.9

Results for Cc1cccc(C(=O)NCCNc2nc3cc(C)c(C)cc3cc2C)c1 ?
CHRM4 PAM: -3.8; IDE act: -0.5; IDE cell inh: 1.2; CRFBP-R2 agonist: -0.6; p-CIP stab down: -11.6; MEKK3 PB1 HTS: 104.0; PHOSPHO1 inh: 45.4; GalR3 antagonist: -11.5; CRFBP-R2 block: -52.9

How did Cc1cc(C(=O)COC(=O)CN(C)S(=O)(=O)c2ccc(Cl)cc2)c(C)n1Cc1cccs1 do in these assays?
CHRM4 PAM: -1.0; IDE act: 4.4; IDE cell inh: 7.5; CRFBP-R2 agonist: 1.7; p-CIP stab down: -2.2; MEKK3 PB1 HTS: 107.0; PHOSPHO1 inh: 25.3; GalR3 antagonist: -5.8; CRFBP-R2 block: 7.9

Results for O=C(CCC1CCCC1)NCCS(=O)(=O)N1CCN(c2ccccc2)CC1 ?
CHRM4 PAM: 1.9; IDE act: -0.8; IDE cell inh: -2.9; CRFBP-R2 agonist: -1.8; GalR3 antagonist: -1.2; CRFBP-R2 block: 16.7

What do the screens show for `Cc1cccc(NC(=O)c2ccc(S(=O)(=O)N3CCCCC3)cc2)c1`?
CHRM4 PAM: -6.1; IDE act: 4.6; IDE cell inh: -1.4; CRFBP-R2 agonist: 0.6; p-CIP stab down: 5.8; MEKK3 PB1 HTS: 93.0; PHOSPHO1 inh: -18.4; GalR3 antagonist: -1.5; CRFBP-R2 block: 5.8

What do the screens show for `CCOC(=O)c1cccc(OCC(O)CNCCOc2ccccc2F)c1` (stereo unspecified)?
CHRM4 PAM: -6.9; IDE act: 3.4; IDE cell inh: -6.5; CRFBP-R2 agonist: 0.1; p-CIP stab down: -10.4; MEKK3 PB1 HTS: 103.0; PHOSPHO1 inh: 23.9; GalR3 antagonist: -7.2; CRFBP-R2 block: -2.1

How did COc1ccc(Cl)cc1NC(=O)CN1CCN(S(=O)(=O)N2CCOCC2)CC1 do in these assays?
CHRM4 PAM: -0.8; IDE act: 0.5; IDE cell inh: -0.4; CRFBP-R2 agonist: 0.5; p-CIP stab down: 0.4; MEKK3 PB1 HTS: 100.0; PHOSPHO1 inh: 36.6; GalR3 antagonist: -6.3; CRFBP-R2 block: 1.6

How did CC(C)(C)C(=O)Nc1ccc(C(=O)CN2C(=O)NC3(CCOc4ccccc43)C2=O)cc1 (stereo unspecified) do in these assays?
CHRM4 PAM: 0.6; IDE act: 2.9; IDE cell inh: -6.5; CRFBP-R2 agonist: 0.0; GalR3 antagonist: -8.0; CRFBP-R2 block: -4.7

How did Cc1ccc(OCC(=O)Nc2ccc(S(=O)(=O)Nc3onc(C)c3C)cc2)cc1 do in these assays?
CHRM4 PAM: 3.4; IDE act: 2.9; IDE cell inh: 5.0; CRFBP-R2 agonist: 0.6; p-CIP stab down: -12.0; MEKK3 PB1 HTS: 78.0; PHOSPHO1 inh: 21.5; GalR3 antagonist: -2.4; CRFBP-R2 block: -0.6

Results for Cc1cccc(-c2nc(S(=O)(=O)c3ccccc3)c(N3CCOCC3)o2)c1 ?
CHRM4 PAM: -2.2; IDE act: 0.4; IDE cell inh: -6.7; CRFBP-R2 agonist: -1.5; p-CIP stab down: 6.8; MEKK3 PB1 HTS: 104.0; PHOSPHO1 inh: 5.0; GalR3 antagonist: -10.7; CRFBP-R2 block: 21.2

What do the screens show for `O=c1c2nccnc2[nH]c(=S)n1Cc1ccccc1`?
CHRM4 PAM: -3.1; IDE act: 6.7; IDE cell inh: 5.9; CRFBP-R2 agonist: 0.9; p-CIP stab down: 13.9; MEKK3 PB1 HTS: 102.0; PHOSPHO1 inh: 10.4; GalR3 antagonist: -2.7; CRFBP-R2 block: -19.2

What do the screens show for `Cc1cn([C@H]2C[C@H](O)[C@@H](CNC=O)O2)c(=O)[nH]c1=O`?
CHRM4 PAM: 13.7; CRFBP-R2 agonist: 0.0; GalR3 antagonist: -4.4; CRFBP-R2 block: -16.5

What do the screens show for `COc1cc(C(C)=O)ccc1OCC(=O)Nc1ccc(Cl)c(S(=O)(=O)N2CCOCC2)c1`?
CHRM4 PAM: -3.5; IDE act: -0.6; IDE cell inh: -1.8; CRFBP-R2 agonist: -0.2; GalR3 antagonist: -6.9; CRFBP-R2 block: -7.2

What do the screens show for `CCOCCCNC(=O)CN1C(=O)/C(=C/c2ccccc2C)Sc2ccccc21`?
CHRM4 PAM: 15.0; IDE act: 0.5; IDE cell inh: -3.4; CRFBP-R2 agonist: -0.2; p-CIP stab down: 1.0; MEKK3 PB1 HTS: 93.0; PHOSPHO1 inh: 20.7; GalR3 antagonist: -3.5; CRFBP-R2 block: 24.0

What do the screens show for `CCCOP(=O)(c1ccc(N(C)C)cc1)C(O)c1ccc(Br)cc1` (stereo unspecified)?
CHRM4 PAM: -1.3; IDE act: 2.8; IDE cell inh: 12.4; CRFBP-R2 agonist: 0.5; p-CIP stab down: -4.3; MEKK3 PB1 HTS: 107.0; GalR3 antagonist: -4.4; CRFBP-R2 block: 6.5

Results for COc1ccc2cc3cc(C(=O)NCC4CCCO4)oc3nc2c1 (stereo unspecified) ?
CHRM4 PAM: -0.9; IDE act: -0.8; IDE cell inh: 6.2; CRFBP-R2 agonist: -1.4; p-CIP stab down: -5.2; MEKK3 PB1 HTS: 95.0; PHOSPHO1 inh: 10.4; GalR3 antagonist: 0.1; CRFBP-R2 block: -17.1

What do the screens show for `CN(C1CCCCC1)S(=O)(=O)c1ccc(C(=O)Nc2sc3c(c2C(N)=O)CC(C)(C)NC3(C)C)cc1`?
CHRM4 PAM: -6.2; IDE act: 3.1; IDE cell inh: -1.2; CRFBP-R2 agonist: 1.9; p-CIP stab down: -14.8; MEKK3 PB1 HTS: 103.0; PHOSPHO1 inh: 3.9; GalR3 antagonist: 4.9; CRFBP-R2 block: -6.9

How did O=C(Nc1ccc(Br)cc1)NC1CCCCCCC1 do in these assays?
CHRM4 PAM: -13.9; IDE act: -4.5; IDE cell inh: -1.6; CRFBP-R2 agonist: 6.6; p-CIP stab down: 3.0; MEKK3 PB1 HTS: 94.0; PHOSPHO1 inh: 31.3; GalR3 antagonist: -0.2; CRFBP-R2 block: -5.7

How did O=C(N/N=C/C(Cl)=C\c1ccccc1)c1ccco1 do in these assays?
CHRM4 PAM: -1.4; IDE act: 0.2; IDE cell inh: 0.6; CRFBP-R2 agonist: -0.8; p-CIP stab down: -0.3; MEKK3 PB1 HTS: 96.0; PHOSPHO1 inh: -12.2; GalR3 antagonist: -4.9; CRFBP-R2 block: -2.4

What do the screens show for `Cc1cc(=O)oc2cc(OCCC[n+]3ccccc3)ccc12`?
CHRM4 PAM: 6.3; IDE act: 8.0; IDE cell inh: -2.8; CRFBP-R2 agonist: 0.3; p-CIP stab down: 0.2; MEKK3 PB1 HTS: 103.0; PHOSPHO1 inh: 14.6; GalR3 antagonist: -3.6; CRFBP-R2 block: -5.3

What do the screens show for `O=C(CSc1nccn1Cc1ccccc1)Nc1ccccc1`?
CHRM4 PAM: 10.8; IDE act: 2.8; IDE cell inh: 2.5; CRFBP-R2 agonist: -1.4; p-CIP stab down: -3.0; MEKK3 PB1 HTS: 97.0; PHOSPHO1 inh: 12.6; GalR3 antagonist: -1.8; CRFBP-R2 block: -10.8

Results for COc1ccc(CCC(=O)OCC(=O)c2ccc[nH]2)cc1OC ?
CHRM4 PAM: 2.3; IDE act: -2.3; IDE cell inh: 0.9; CRFBP-R2 agonist: 1.1; GalR3 antagonist: -5.8; CRFBP-R2 block: -0.4

Results for O=C(/C=C/c1ccco1)NC(=S)Nc1cccc(-c2nc3ccccc3s2)c1 ?
CHRM4 PAM: -5.7; IDE act: -5.5; IDE cell inh: 5.9; CRFBP-R2 agonist: 2.4; MEKK3 PB1 HTS: 101.0; GalR3 antagonist: 10.0; CRFBP-R2 block: 20.2

What do the screens show for `COc1ccc(-c2cc(C(=O)O)nc3ccc4ccccc4c23)cc1OC`?
CHRM4 PAM: 7.4; IDE act: 5.2; IDE cell inh: -1.2; CRFBP-R2 agonist: -1.1; p-CIP stab down: 13.6; MEKK3 PB1 HTS: 104.0; PHOSPHO1 inh: -3.2; GalR3 antagonist: 0.6; CRFBP-R2 block: 58.0*

What do the screens show for `O=C(O)Cn1nnnc1SCC(=O)Nc1ccc(F)cc1F`?
CHRM4 PAM: 4.2; IDE act: 0.6; IDE cell inh: 0.6; CRFBP-R2 agonist: 0.9; p-CIP stab down: -1.5; MEKK3 PB1 HTS: 96.0; PHOSPHO1 inh: 16.1; GalR3 antagonist: -2.6; CRFBP-R2 block: 9.5

Nothing new here: 2 of the compounds above.
Results for COc1ccc(S(=O)(=O)N2CCN(c3ccc(F)cc3)CC2)cc1C(=O)N1CCOCC1 ?
CHRM4 PAM: -3.0; IDE act: 1.5; IDE cell inh: 0.2; CRFBP-R2 agonist: -0.4; p-CIP stab down: -12.3; MEKK3 PB1 HTS: 101.0; PHOSPHO1 inh: 23.2; GalR3 antagonist: -12.0; CRFBP-R2 block: 11.2

Results for CC(=O)c1ccc(OCC(O)CN2CC(C)OC(C)C2)cc1 (stereo unspecified) ?
CHRM4 PAM: 3.5; IDE act: 6.8; IDE cell inh: 1.7; CRFBP-R2 agonist: 1.3; p-CIP stab down: -3.5; MEKK3 PB1 HTS: 103.0; PHOSPHO1 inh: -29.1; GalR3 antagonist: 6.7; CRFBP-R2 block: 6.7

Source: PubChem BioAssay (several laboratories)
